AMA1-RON2 inh – inhibitors of Plasmodium falciparum AMA1-RON2 interaction; Potency, µM (series often up to 58.2 µM), inactives show top-dose activity change, negative = inhibition, actives largely listed as inhibitors; 360,000 compounds, 0.2% hits; AlphaScreen AMA1-biotinylated RON2 peptide binding; AID 720542;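 also: potency is read from the fitted curve at half-maximal effect; 0% = vehicle wells and -100% = peptide control; nearly all actives have a fitted effect of over 45% in size; some results filed as inactive show a strong effect at the top dose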
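AMA1 (3D7) with his tag at 25 nM final met compounds first, then biotinylated RON2 peptide at 25 nM; detection used donor plus acceptor beads, 10 µg/mL apiece, read by AlphaScreen after 30 min at room temperature.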
AmpC detergent – AmpC beta-lactamase inhibition with detergent present. P00811. AmpC hydrolysis of nitrocefin, absorbance 480 nm, 0.01% Triton. Potency, µM (highest dose often 114 µM), inactives show at the top dose activity change, negative = inhibition, hits mostly inhibitors. 370,000 compounds, 0.041% hits. AID 485294;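 also: potency is read from the fitted curve at half-maximal effect; 0% = no-compound wells and -100% = no-enzyme wells; nearly all actives have a fitted effect of over 25% in size; some results filed as inactive show a strong effect at the top dose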
Target sequence (P00811 whole entry, looked up): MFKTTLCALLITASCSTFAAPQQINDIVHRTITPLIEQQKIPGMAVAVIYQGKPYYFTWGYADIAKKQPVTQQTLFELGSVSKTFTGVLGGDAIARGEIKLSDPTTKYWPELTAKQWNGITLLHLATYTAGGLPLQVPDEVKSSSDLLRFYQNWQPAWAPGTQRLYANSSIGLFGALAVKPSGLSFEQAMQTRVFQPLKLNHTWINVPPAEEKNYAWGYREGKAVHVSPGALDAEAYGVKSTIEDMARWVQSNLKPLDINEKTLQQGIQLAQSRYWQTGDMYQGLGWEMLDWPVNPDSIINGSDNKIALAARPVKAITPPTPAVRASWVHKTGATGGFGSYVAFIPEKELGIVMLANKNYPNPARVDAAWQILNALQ
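20 mM phosphate pH 7.0 + 0.01% (detergent screen) or 0.0001% Triton X-100; 5.3 nM AmpC reagent; cpd preinc 15 min RT; nitrocefin (800 uM stock) to start; A480 q20 s × 4 min; Activity was normalised to no-enzyme and no-compound control wells.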
Tb PYK inh – blocks Trypanosoma brucei pyruvate kinase; TbPYK enzyme, Kinase-Glo Plus ATP luminescence, 45 min; Potency, µM (highest dose often 76.8 µM), inactives show at the highest dose activity, negative = inhibition, hits mostly inhibitors; Q57TT1; 410,000 compounds, 0.12% hits; also: potency is read from the fitted curve at half-maximal effect; nearly all actives have a fitted effect of over 50% in size
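Quantitative HTS: titrated library compounds versus trypanosomal pyruvate kinase in TEA buffer (pH 7.2) containing KCl, MgCl2, BSA and Tween-20. Reactions were initiated with ADP, 130 uM final. Kinase-Glo Plus luminescence was read after 45 min at RT.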
LmPK inhibitor – LmPK (Leishmania mexicana) enzyme inhibition | AID 1721 | Q27686 | purified LmPK, Kinase-Glo ATP luminescence, 1 h | Potency, µM (titrated, usually from 57.5 µM), inactives show at the top dose activity change, negative = inhibition, usual class: inhibitors | 290,000 compounds, 0.37% hits; also: potency is read from the fitted curve at half-maximal effect
Target sequence (Q27686 whole entry, looked up): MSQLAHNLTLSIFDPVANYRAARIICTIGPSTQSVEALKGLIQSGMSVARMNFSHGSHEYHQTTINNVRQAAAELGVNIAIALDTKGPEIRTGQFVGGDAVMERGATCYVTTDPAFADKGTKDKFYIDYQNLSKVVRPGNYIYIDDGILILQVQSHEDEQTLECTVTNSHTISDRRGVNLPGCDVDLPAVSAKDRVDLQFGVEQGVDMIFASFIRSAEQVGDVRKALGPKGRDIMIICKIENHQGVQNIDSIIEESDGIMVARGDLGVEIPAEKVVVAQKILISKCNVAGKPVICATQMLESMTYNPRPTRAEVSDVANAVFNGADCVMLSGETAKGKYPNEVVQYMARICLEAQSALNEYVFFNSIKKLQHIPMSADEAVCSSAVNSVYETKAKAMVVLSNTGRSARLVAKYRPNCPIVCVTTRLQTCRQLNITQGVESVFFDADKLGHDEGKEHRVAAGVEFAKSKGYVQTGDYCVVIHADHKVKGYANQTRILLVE
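Purified LmPK (0.1 nM) converted ADP (0.1 mM) to ATP with PEP (0.5 mM) in imidazole buffer pH 7.2 with KCl and MgCl2, 1 h at room temperature. ATP was read by Kinase-Glo luminescence; data normalized to uninhibited and no-enzyme controls.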
HCMV antiviral – inhibitors of human cytomegalovirus. HFF cells, HCMV-luciferase reporter, 72 h; active compounds read low. activity change, negative = inhibition, % at 57.5 µM. 410,000 compounds, 4.5% hits. AID 1259415; in the data active = activity change below about -60%; inconclusive = no clear call, values can overlap the other calls; inactive = above about -39%
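Compounds were evaluated in HFFs infected with an HCMV luciferase reporter virus (MOI 1 PFU/cell). Luciferase in lysates collected 72 h post infection served as the replication measure.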
Sm TGR inh – blocks Schistosoma mansoni thioredoxin glutathione reductase; purified TGR, DTNB reduction, TNB absorbance 405 nm; AID 485364; 360,000 compounds, 3% hits; Potency, µM (series often up to 114 µM), inactives show at the highest dose activity change, negative = inhibition, hits mostly inhibitors; also: potency is read from the fitted curve at half-maximal effect; nearly all actives have a fitted effect of over 60% in size
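Kinetic colorimetric format: TGR-catalysed, NADPH-driven DTNB reduction monitored via TNB absorbance. Enzyme dispensed at 20 nM; compound exposure 15 min at room temperature before reaction start.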
AmpC no deterg – blocks E. coli AmpC beta-lactamase in detergent-free assay. P00811. AmpC nitrocefin hydrolysis, absorbance 480 nm, 0.0001% Triton. Potency, µM (highest dose often 57.1 µM), without a hit: top-dose activity change, negative = inhibition, usual class: inhibitors. 330,000 compounds, 0.52% hits;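 also: potency is read from the fitted curve at half-maximal effect; plate controls were no compound for no effect and no enzyme for full effect; nearly all actives have a fitted effect of over 20% in size; some results filed as inactive show a strong effect at the top dose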
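20 mM phosphate pH 7.0 + 0.01% (detergent screen) or 0.0001% Triton X-100; 5.3 nM AmpC reagent; cpd preinc 15 min RT; nitrocefin (800 uM stock) to start; A480 q20 s × 4 min; Activity was normalised to no-enzyme and no-compound control wells.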
The depositor's hits bear a star; u = inconclusive; x = no result given; [ ] = remark or other dose. Unless noted, calls follow the shape of the dose curve; as a rule, active = well fitted curve in the direction sought with a large enough effect; inconclusive = small, poorly fitted or top-dose-only effect, or another doubt; inactive = no such curve, though single readings can be large; an effect the other way counts as inactive or inconclusive. Unless noted, % is scaled to controls: 0 for no effect and ±100 for the full control effect.

canonical_smiles | AMA1-RON2 inh | AmpC detergent | Tb PYK inh | LmPK inhibitor | HCMV antiviral | Sm TGR inh | AmpC no deterg
CCCc1nnc(NC(=S)Nc2ccccc2)s1 | 37%[activator] | -13% | -4% | -2% | 3 | -2% | -26%
CN1C[C@@H]2C(c3ccccc3)C3(c4cccnc4)CC2(C3)[C@H]1c1ccccc1 (stereo partly specified) | -4% | 1% | -2% | 6% | -21 | u | 69%[activator]
O=C(NC1CCCC1)C1c2ccccc2OCC(=O)N1Cc1ccc2c(c1)OCO2 (stereo unspecified) | 2% | x | -4% | x | 1 | x | x
Cc1ccccc1-c1nnn(Cc2ccc(F)cc2Cl)n1 | 89%[activator] | 2% | -5% | -1% | -18 | -8% | -34%
Cc1ccccc1NC(=O)Cn1c(=O)sc2ccccc21 | -7% | 4% | 1% | 4% | 135 | 0% | -27%
On1c(-c2ccccc2)nc2ccccc21 | 8% | 4% | 0% | -15% | 8 | -4% | -16%
O=C(Cc1ccc(NC(=O)C2CCCN(C(=O)C3CCC3)C2)cc1)Nc1ccc(C(=O)N2CCOCC2)cc1 (stereo unspecified) | -1% | x | -9% | x | 41 | x | x
Cc1cc(C)nc(N2C(=O)CC(C(C)c3ccccc3)C2=O)n1 (stereo unspecified) | -8% | 2% | 5% | -4% | 18 | 1% | -11%
COc1ccc(N(C(=O)CNS(=O)(=O)c2ccccc2)C(C(=O)NCc2ccco2)C(C)C)cc1 (stereo unspecified) | -3% | 4% | -1% | -4% | 16 | 4% | 1%
Cc1ccc(F)cc1N=Cc1c(O)c2ccccc2oc1=O | 4% | 0% | 1% | 1% | x | -15% | -18%
CCOC(=O)CNC(=O)C(Cc1ccccc1)NS(=O)(=O)c1cccs1 (stereo unspecified) | -1% | -7% | -1% | -12% | 21 | 0% | -20%
Cc1cccc(C(=O)OCC(=O)c2cccc(Br)c2)c1O | -4% | -4% | -5% | -7% | 3 | 4% | -12%
CC1(c2ccccc2)CC(C)(C)N2C(=O)C3(C(C#N)=C(N)Oc4cc(O)ccc43)c3cccc1c32 (stereo unspecified) | -23% | -1% | -12% | 3% | 31 | 0% | -30%
Clc1ccc(Sc2ccc(/C=N/n3cnnc3)o2)cc1 | -8% | 4% | -9% | -2% | -18 | u | 20%
COc1c(C=O)cc2c3c1CCCN3CCC2 | -3% | -22% | -6% | -11% | -36 | -15% | -14%
COc1ccccc1NC(=O)C(=O)NCCC1CCCCN1S(=O)(=O)c1cccs1 (stereo unspecified) | -6% | 9% | -17% | x | 3 | -2% | -25%
COc1ccc(C2CC(c3ccc4ccccc4c3)=NN2C(=O)COC(=O)C2CCC(=O)N2)cc1 (stereo unspecified) | -11% | 0% | -3% | 2% | 139 | -1% | 196%[activator]
Cc1cc(Br)ccc1NC(=O)CNC(=O)COc1ccccc1C | 0% | -17% | -1% | x | -24 | -10% | 4%
CCOc1ccccc1NS(=O)(=O)c1ccc2c(c1)CC(C)N2C(=O)C1CCC1 (stereo unspecified) | x | 1% | -22% | x | -17 | 0% | x
CC1CC1C(=O)OCC(=O)NC(=O)c1ccccc1 (stereo unspecified) | 15% | u | 3% | x | -13 | 21% | -14%
Cc1cccc(C)c1NC(=O)c1ccc(-n2cnnn2)cc1 | 26% | u | -6% | -4% | 14 | 10% | -21%
O=C(/C=C/Nc1ccc(Br)cc1F)c1ccco1 | -27% | -12% | -14% | u | -37 | -21% | -12%[2.29 µM]
COc1ccc(OC[C@@H](O)CNC(=O)c2cccc3c2C(=O)c2ccc(Cl)cc2S3(=O)=O)cc1 | 36%[activator] | 1% | 1% | x | 31 | 0% | 141%[activator]
CC(=NCc1ccc(F)cc1)c1c(O)n(C)c(=O)n(C)c1=O | 4% | 1% | 11% | 2% | -25 | -16% | -7%
Cc1ccc(N=Cc2c(O)[nH]c3ccccc23)c([N+](=O)[O-])c1 | -4% | u | -3% | -16% | -14 | u | -12%
OCC[C@H]1C[C@H](O)[C@@H](O)[C@@]2(OCCCc3ccccc32)O1 | -1% | -10% | -2% | x | 4 | 17% | -11%
CCOC(=O)CNC(=S)n1cnc(N)n1 | 15% | -9% | -4% | -3% | u | -36% | -37%
Cc1cc(C)c(C#N)c(SCc2ccc([N+](=O)[O-])cc2)n1 | -1% | -4% | 2% | 1% | -35 | 8% | -7%
Cc1ccc2c(c1)nnn2C1CCN(CC(=O)Nc2ccc3c(c2)OCCO3)CC1 | -9% | -4% | -2% | 9% | -6 | -8% | 2%
COc1cc(SC)ccc1C(=O)NCC1CCCO1 (stereo unspecified) | -20% | u | 1% | -1% | 97 | 0% | -14%

Reformatted with two lines to a compound: two of the compounds above
Fields – AMA1-RON2 inh	AmpC detergent	Tb PYK inh	LmPK inhibitor	HCMV antiviral	Sm TGR inh	AmpC no deterg
Cc1ccccc1-c1nnn(Cc2ccc(F)cc2Cl)n1
    89%[activator]	2%	-5%	-1%	-18	-8%	-34%
Cc1ccccc1NC(=O)Cn1c(=O)sc2ccccc21
    -7%	4%	1%	4%	135	0%	-27%

(next part)
canonical_smiles | AMA1-RON2 inh | AmpC detergent | Tb PYK inh | LmPK inhibitor | HCMV antiviral | Sm TGR inh | AmpC no deterg
CCN1C(=O)/C(=C2\SC(N3CCCCC3)=NC2=O)c2ccccc21 | -17% | -9% | -6% | -8% | 49 | -32% | 1%
CCC(=NCC1CCCO1)c1c(O)n(-c2ccc(OC)cc2)c(=O)[nH]c1=O (stereo unspecified) | 3% | 3% | 3% | 0% | -11 | 2% | -7%
O=C(CCCCCN1C(=O)[C@@H]2Cc3ccccc3CN2C1=O)Nc1ccccc1Cl | 56%[activator] | -6% | 29% | 2% | -13 | 3% | 54%
CCc1c(C)c(C#N)c2nc3ccccc3n2c1NCCOC | -9% | 3% | 1% | -4% | u | 40µM* | 24%
Cn1cnnc1SCc1ccc(-c2ccc(Br)cc2)o1 | -6% | u | 1% | -8% | -8 | 25µM* | -1%
Cn1nc(-c2ccccc2)c(COC(=O)c2cccc(Cl)c2)c1S(=O)(=O)c1ccccc1 | 9% | -13% | -8% | 0% | 1 | 1% | -9%
CCN(C(=O)COC(=O)c1ncc(Cl)c(Cl)c1Cl)c1c(N)n(Cc2ccccc2)c(=O)[nH]c1=O | 3% | x | -13% | x | 0 | x | x
O=[N+]([O-])c1cc(Cc2ccccc2)cc(C=Nc2ccc(N3CCOCC3)cc2)c1O | 0% | -13% | -13% | -14% | x | 4% | 18%
CC/C=C/C(=O)N1CC2(CC(c3cccc(NC(=O)CC(c4ccccc4)c4ccccc4)c3)=NO2)C[C@@H]1C(N)=O (stereo partly specified) | u | 3% | 4% | 2% | 29 | 0% | 184%[activator]
O=[N+]([O-])c1ccc(COc2cccc(CN3CCCC3)c2)cc1 | -4% | x | 3% | x | -5 | x | x
CCOC(=O)c1c(/N=C/C2C(=O)CC(C)(C)CC2=O)sc(C)c1C | 10% | u | 1% | -7% | -32 | -4% | -26%
O=C(c1c(F)c(F)c(F)c(F)c1F)N1CCc2ccccc21 | 7% | x | -2% | x | -16 | x | x
O=C(N/N=C\c1cc(Br)c(Br)o1)c1cncc(Br)c1 | -3% | -10% | 0% | 3% | -19 | 0% | -30%
Clc1cccc(Cn2ncc3ccccc32)c1 | 1% | -10% | 4% | 2% | 1 | 5% | -14%
CC1CCCCN1C(=O)C1CC(c2ccc(F)cc2)=NO1 (stereo unspecified) | -4% | -1% | 12% | -1% | 62 | -2% | -26%
CCOC(=O)C1=CC[C@H]2c3c(c4ccccc4n3C)C[C@H]1N2C | -1% | 1% | -3% | x | -7 | -22% | 146%[activator]
CCS(=O)(=O)N1CCC(c2nc(-c3ccc(C(F)(F)F)cc3)no2)CC1 | -3% | -15% | -12% | -3% | u | 3% | 19%
CC(C)N(Cc1cn[nH]c1-c1ccc(-c2ccccc2)cc1)Cc1nccn1C | -15% | -2% | 4% | 1% | -22 | 0%[57.1 µM] | 125%[activator]
COc1ccc(C(CC(=O)O)c2ccc3c(c2)OCO3)cc1 (stereo unspecified) | 1% | 0% | 0% | -1% | 64 | 9% | -15%
C=CCn1c(CSc2nc3ccccc3s2)nnc1SCC(=O)NCc1cccnc1 | 1% | -6% | 0% | 3% | -5 | -21% | 40%
COc1ccc(CN2CCN(c3cccc(C)c3C)CC2)cc1OC | -7% | -14% | x | 8% | 80 | 8% | 70%[activator]
COc1cc(C(=O)N/N=c2/sc3ccccc3n2C)cc(OC)c1OC | -28% | -3% | 3% | 0% | 10 | 0% | 2%
CCCCc1ccc(/C(C)=N/Nc2cc(N3CCOCC3)nc(C)n2)cc1 | 0% | u | 2% | 7% | -25 | 13% | 99%[activator]
COc1ccc(NC(=O)CN2C(=O)CCn3nc(-c4cccn4C)cc32)cc1 | x | -6% | -2% | x | 7 | -6% | x

Whole records as entered above:
`O=C(NC1CCCC1)C1c2ccccc2OCC(=O)N1Cc1ccc2c(c1)OCO2` (stereo unspecified) is listed with AMA1-RON2 inh: 2%; AmpC detergent: x; Tb PYK inh: -4%; LmPK inhibitor: x; HCMV antiviral: 1; Sm TGR inh: x; AmpC no deterg: x
`O=C(c1c(F)c(F)c(F)c(F)c1F)N1CCc2ccccc21` is listed with AMA1-RON2 inh: 7%; AmpC detergent: x; Tb PYK inh: -2%; LmPK inhibitor: x; HCMV antiviral: -16; Sm TGR inh: x; AmpC no deterg: x
`CCC(=NCC1CCCO1)c1c(O)n(-c2ccc(OC)cc2)c(=O)[nH]c1=O` (stereo unspecified) is listed with AMA1-RON2 inh: 3%; AmpC detergent: 3%; Tb PYK inh: 3%; LmPK inhibitor: 0%; HCMV antiviral: -11; Sm TGR inh: 2%; AmpC no deterg: -7%
